pPAFAH FP inh = pPAFAH enzyme inhibitors, primary screen, biochemical, fluorescence polarization, human. Platelet-activating factor acetylhydrolase (Homo sapiens), Q13093. recombinant pPAFAH, FP-rhodamine probe fluorescence polarization. 330,000 tested, 1.5% active. AID 463082, 2010. inhibition, % at 3.39 µM;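 active = inhibition above the mean inhibition across the screen plus 3 SD, cut at about 25% in these data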;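 note: inhibitors block binding of the rhodamine activity-based probe so polarization drops; 0% = enzyme with DMSO and 100% = wells lacking pPAFAH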
PREPL inhibitor = PREPL enzyme inhibitors, primary screen, biochemical, fluorescence polarization. AID 2751, 2010. Prolyl endopeptidase-like (Homo sapiens), Q4J6C6. recombinant PREPL, fluorescence polarization activity-based probe. 320,000 tested, 0.68% active. inhibition, % at 5.96 µM; in the data active = inhibition above about 43%;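 note: 0% = enzyme with DMSO and 100% = wells lacking enzyme; many of its hits are not listed in these tables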
LYPLA1 counter = LYPLA1 inhibitors, primary screen, counter-screen for PME1 inhibitor project, biochemical, fluorescence polarization, FP-Rh probe ABPP | recombinant LYPLA1 | AID 2174, 2009 | inhibition, % at 5.9 µM | Acyl-protein thioesterase 1 (Homo sapiens), O75608 | 320,000 tested, 0.16% active;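 active = inhibition above the mean of all tested compounds plus 3 SD, set per campaign, cut at about 14% in these data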;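 note: inhibitors block serine hydrolase probe labeling of LYPLA1 so polarization falls; 0% = enzyme with DMSO and 100% = wells lacking LYPLA1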
PME-1 inh = PME-1 inhibitors via competitive probe labeling, primary screen, biochemical, fluorescence polarization, FP-Rh probe, HTS. recombinant PME-1. AID 2130, 2009. inhibition, % at 5.9 µM. 320,000 tested, 0.53% active;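 active = inhibition above the campaign mean of all compounds plus 3 SD, cut at about 26% in these data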;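 note: competitive labeling of PME-1 active site by serine hydrolase directed probe; 0% = PME-1 with DMSO and 100% = wells lacking PME-1 enzyme; inhibitors block probe labeling so polarization falls and inhibition rises; many of its hits are not listed in these tables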
GSTO1 counter = inhibitors of recombinant GSTO1, primary screen, counter-screen for RBBP9 inhibitor project, biochemical, fluorescence polarization. Glutathione S-transferase omega-1 (Homo sapiens), P78417. activity-based probe fluorescence polarization. inhibition, % at 5.96 µM. 300,000 tested, 1.1% active. AID 1974, 2009;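 active = inhibition above the campaign mean inhibition plus 3 SD, cut at about 35% in these data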;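 note: 0% = GSTO1-1 with DMSO and 100% = wells lacking GSTO1-1 enzyme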
Target sequence (P78417 whole entry, looked up): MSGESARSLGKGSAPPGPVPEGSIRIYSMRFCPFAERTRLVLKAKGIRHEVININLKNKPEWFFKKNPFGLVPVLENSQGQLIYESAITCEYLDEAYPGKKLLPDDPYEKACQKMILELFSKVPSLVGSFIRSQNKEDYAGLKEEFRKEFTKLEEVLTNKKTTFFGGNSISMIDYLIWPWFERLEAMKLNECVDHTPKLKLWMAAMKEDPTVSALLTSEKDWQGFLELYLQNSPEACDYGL
PAFAH1B3 FP inh = PAFAH1B3 enzyme inhibitors, primary screen, biochemical, fluorescence polarization, human | Platelet-activating factor acetylhydrolase IB subunit alpha1 (Homo sapiens), Q15102 | recombinant PAFAH1B3, FP-rhodamine probe | inhibition, % at 3.39 µM | 340,000 tested, 0.28% active;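 active = inhibition above the screen-wide average of all tested compounds plus 3 SD, cut at about 25% in these data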;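 note: 0% = enzyme with DMSO only and 100% = wells lacking PAFAH1B3 protein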
LYPLA2 counter = LYPLA2 inhibitors, primary screen, counter-screen for PME1 inhibitor project, biochemical, fluorescence polarization, FP-Rh probe ABPP. Acyl-protein thioesterase 2 (Homo sapiens), O95372. recombinant LYPLA2. inhibition, % at 5.9 µM. 320,000 tested, 0.38% active. AID 2177, 2009;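 active = inhibition above the screen-wide mean plus 3 SD, limit set per campaign, cut at about 26% in these data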;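 note: 0% = LYPLA2 with DMSO and 100% = wells lacking LYPLA2 enzyme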
PAD4 inh = human PAD4 inhibitors, primary screen, biochemical, fluorescence polarization, 1536-well format | Protein-arginine deiminase type-4 (Homo sapiens), Q9UM07 | recombinant PAD4, RCA probe fluorescence polarization | inhibition, % at 6.36 µM | 330,000 tested, 0.41% active | AID 485272, 2010;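 active = percent inhibition above a cutoff equal to the mean of all tested compounds plus 3 SD, cut at about 15% in these data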;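 note: 0% = PAD4 with RCA probe and DMSO and 100% = probe without PAD4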
Target sequence (Q9UM07 whole entry, looked up): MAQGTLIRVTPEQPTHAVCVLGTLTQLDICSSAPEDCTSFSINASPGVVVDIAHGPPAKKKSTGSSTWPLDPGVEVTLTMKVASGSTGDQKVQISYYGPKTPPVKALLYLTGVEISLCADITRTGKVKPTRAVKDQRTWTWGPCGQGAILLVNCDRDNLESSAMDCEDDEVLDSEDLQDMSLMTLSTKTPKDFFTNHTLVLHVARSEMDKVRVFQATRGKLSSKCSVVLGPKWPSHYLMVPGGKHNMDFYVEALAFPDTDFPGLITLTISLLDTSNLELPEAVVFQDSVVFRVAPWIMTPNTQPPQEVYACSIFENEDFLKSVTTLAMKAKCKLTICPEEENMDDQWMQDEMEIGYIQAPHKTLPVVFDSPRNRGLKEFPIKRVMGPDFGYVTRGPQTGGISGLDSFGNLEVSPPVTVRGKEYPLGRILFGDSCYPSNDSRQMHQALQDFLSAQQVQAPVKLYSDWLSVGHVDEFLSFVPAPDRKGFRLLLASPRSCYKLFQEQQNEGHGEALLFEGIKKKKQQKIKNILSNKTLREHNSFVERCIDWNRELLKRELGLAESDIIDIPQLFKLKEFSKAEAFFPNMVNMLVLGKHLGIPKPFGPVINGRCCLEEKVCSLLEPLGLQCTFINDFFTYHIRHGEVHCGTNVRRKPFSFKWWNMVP
PAFAH1B2 inh = PAFAH1B2 enzyme inhibitors, primary screen, biochemical, fluorescence polarization, human. recombinant PAFAH1B2, FP-rhodamine activity probe. inhibition, % at 3.39 µM. 340,000 tested, 1.2% active. AID 492953, 2010;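 active = inhibition above the mean of all tested compounds plus 3 SD, cut at about 24% in these data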;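 note: 0% = enzyme with DMSO and 100% = wells lacking PAFAH1B2; many of its hits are not listed in these tables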
Numbers without * were called inactive; / = not tested or not shown. These rows are one share of the data; the hit share may differ from the screen's.

Start of the data: the first 11 records (preview)
cpd	Structure	pPAFAH FP inh	PREPL inhibitor	LYPLA1 counter	PME-1 inh	GSTO1 counter	PAFAH1B3 FP inh	LYPLA2 counter	PAD4 inh	PAFAH1B2 inh
1	CN(CC(=O)NCc1ccncc1)S(=O)(=O)c1ccc(F)cc1	-3	22	1	-4	11	5	-1	-2	2
2	Cc1nc([N+](=O)[O-])cn1CC(O)c1ccc(F)cc1 (configuration not stated)	-1	-2	-4	-5	-3	1	-1	1	0
3	COc1ccc2nc(Nc3ccccc3OC)sc2c1	4	22	7	7	7	-2	11	0	-1
4	COc1ccc(CCNC(=O)CC(C)S(=O)(=O)c2ccc3c(c2)NC(=O)CO3)cc1OC (configuration not stated)	1	-2	-4	-4	18	5	5	-2	-1
5	CCOC(=O)N/N=C/c1ccc(N2CCOCC2)s1	4	-2	2	-2	2	5	4	-1	1
6	Cc1ccc(NC(=O)C(c2ccccc2)c2ccccc2)nc1	2	-2	-5	2	3	8	-6	-3	6
7	COc1ccc(/C=C2\SC(=S)N(CCC(=O)NC3=NCCS3)C2=O)cc1OC	0	16	0	1	4	2	2	-3	3
8	CN(C)C(=O)COc1ccc(Br)cc1	1	-10	6	-5	7	6	13	-4	2
9	COc1ccc(N2C(=NC(=O)CCCc3ccccc3)SC3CS(=O)(=O)CC32)cc1 (configuration not stated)	6	-2	3	0	2	5	2	-1	2
10	O=C(N/N=C/c1ccncc1)c1ccc(OCc2ccccc2)cc1	6	13	-4	-3	-2	-1	-2	-6	4
11	CCn1cc(/C=C(\NC(=O)c2ccccc2F)C(=O)N2CCOCC2)c2ccccc21	8	5	-2	-2	-7	10	-5	-2	6

The listing, previewed entries included:
cpd	Structure	pPAFAH FP inh	PREPL inhibitor	LYPLA1 counter	PME-1 inh	GSTO1 counter	PAFAH1B3 FP inh	LYPLA2 counter	PAD4 inh	PAFAH1B2 inh
1	CN(CC(=O)NCc1ccncc1)S(=O)(=O)c1ccc(F)cc1	-3	22	1	-4	11	5	-1	-2	2
2	Cc1nc([N+](=O)[O-])cn1CC(O)c1ccc(F)cc1 (configuration not stated)	-1	-2	-4	-5	-3	1	-1	1	0
3	COc1ccc2nc(Nc3ccccc3OC)sc2c1	4	22	7	7	7	-2	11	0	-1
4	COc1ccc(CCNC(=O)CC(C)S(=O)(=O)c2ccc3c(c2)NC(=O)CO3)cc1OC (configuration not stated)	1	-2	-4	-4	18	5	5	-2	-1
5	CCOC(=O)N/N=C/c1ccc(N2CCOCC2)s1	4	-2	2	-2	2	5	4	-1	1
6	Cc1ccc(NC(=O)C(c2ccccc2)c2ccccc2)nc1	2	-2	-5	2	3	8	-6	-3	6
7	COc1ccc(/C=C2\SC(=S)N(CCC(=O)NC3=NCCS3)C2=O)cc1OC	0	16	0	1	4	2	2	-3	3
8	CN(C)C(=O)COc1ccc(Br)cc1	1	-10	6	-5	7	6	13	-4	2
9	COc1ccc(N2C(=NC(=O)CCCc3ccccc3)SC3CS(=O)(=O)CC32)cc1 (configuration not stated)	6	-2	3	0	2	5	2	-1	2
10	O=C(N/N=C/c1ccncc1)c1ccc(OCc2ccccc2)cc1	6	13	-4	-3	-2	-1	-2	-6	4
11	CCn1cc(/C=C(\NC(=O)c2ccccc2F)C(=O)N2CCOCC2)c2ccccc21	8	5	-2	-2	-7	10	-5	-2	6
12	CCn1c(SCC(N)=O)nc2sc3c(c2c1=O)CCN(C)C3	3	25	-1	3	13	21	7	-4	2
13	O=C(Nc1cccc(NC(=O)c2ccccc2)n1)c1ccccc1	-1	-4	-3	-5	1	13	6	-3	2
14	Cc1cccc(NC(=O)C(=O)NCCCN2CCOCC2)c1	2	17	0	-6	4	-9	4	0	1
15	CCOc1ccccc1N	-7	6	-1	2	/	2	-2	-6	1
16	Cc1cc(N)n(-c2ccc(S(=O)(=O)N3CCCC3)cc2[N+](=O)[O-])n1	-1	-8	0	4	10	7	3	0	4
17	COc1ccc(C2Sc3nncn3N2Cc2ccc(C#N)cc2)cc1 (configuration not stated)	-1	-33	3	-9	22	5	-5	0	5
18	COc1ccc(CC(=O)N/N=C/c2ccc(C)s2)cc1	0	-4	-1	1	-1	-3	2	0	0
19	O=C(Cn1nc(C(=O)O)c2ccccc2c1=O)Nc1ccc(Cl)c(S(=O)(=O)N2CCOCC2)c1	-1	20	/	/	/	-3	/	2	0
20	CCOC(=O)Cc1cc(=O)n2[nH]cc(-c3cccc(Br)c3)c2n1	31*	16	0	2	-3	8	7	-7	13

New compounds follow
cpd	Structure	pPAFAH FP inh	PREPL inhibitor	LYPLA1 counter	PME-1 inh	GSTO1 counter	PAFAH1B3 FP inh	LYPLA2 counter	PAD4 inh	PAFAH1B2 inh
21	CC(C)c1ccc(NC(=O)COC(=O)c2cc(=O)[nH]c3ccccc23)cc1	-1	7	-6	-16	/	-1	-14	-3	7
22	COc1ccc(-n2nc3c(c2NC(=O)c2ccccc2S(=O)(=O)C(F)F)CS(=O)(=O)C3)cc1	3	2	-4	2	2	9	-3	-2	1
23	O=C(O)CCNS(=O)(=O)c1ccc2c(c1)CCCC2	-1	-16	1	16	-6	1	0	-4	1
24	CCCC(C(=O)NC1CCCC1)N(Cc1ccc2c(c1)OCO2)C(=O)c1snc(C(N)=O)c1N (configuration not stated)	7	7	-1	-5	2	5	2	1	-2
25	CCc1cc(=O)oc2cc(OC(C)C(=O)NCC(O)c3ccccc3)c(Cl)cc12 (configuration not stated)	3	5	2	2	3	-3	-1	-1	4
26	O=C(NC1CC1)c1cc2cc3ccccc3nc2s1	3	7	5	-2	2	-2	10	-4	6
27	CC(=O)Nc1ccc(S(=O)(=O)N(C)CC(=O)OCC(=O)NNC(=O)c2ccccc2F)cc1	2	15	2	1	-2	-3	7	-1	1
28	CS(=O)(=O)c1cccc(C(=O)NC(c2ccccc2)c2ccccc2)c1	2	-1	-2	-1	6	-1	-2	-2	5
29	Cc1cc(S(=O)(=O)NCC(=O)O)ccc1F	-2	0	-3	0	8	3	-12	3	2
30	CN(C(=O)CSc1nnc(-c2ccc(Cl)cc2)n1CC1CCCO1)C1CCS(=O)(=O)C1 (configuration not stated)	0	-3	1	-12	-4	-1	0	-3	1
31	Cc1[nH]n(-c2ccccc2)c(=O)c1/C=N/n1c(C)nc2ccccc2c1=O	2	2	2	-3	9	1	3	-9	3
32	CC(=O)c1c(C)[nH]c(C(=O)OCC(=O)NCCc2ccc(Cl)cc2)c1C	6	-22	-3	-3	-6	1	1	6	12
33	O=C(c1ccc([N+](=O)[O-])cc1)N(Cc1ccc(Cl)cc1)N1C(=O)CCCC1=O	1	12	0	-3	5	-2	1	1	1
34	COc1ccccc1NC(=O)Cn1nnc(C(=O)NCc2cccs2)c1N	-1	4	-4	-1	2	5	11	0	3
35	O=C(Nc1ccc(F)c(F)c1)c1ccc2c(c1)OCO2	-1	-2	-2	2	-2	10	-4	1	8
36	Cc1cc(CNC(=O)CCc2nnc(CCCc3ccccc3)o2)nn1C	-1	7	0	5	-2	3	-2	-6	-2
37	CCn1c(C)cc(/C=C2\NC(=O)N(CC(=O)Nc3cccc(C)c3)C2=O)c1C	3	15	-8	1	5	2	-3	-4	0
38	COc1cccc(-n2nnc3c(=O)n(Cc4ccccc4F)cnc32)c1	-5	4	-2	-1	-2	8	0	0	0
39	Cc1cc(-n2cnnn2)cc(C)c1S(=O)(=O)NCCOc1ccccc1	7	2	-2	-7	-4	0	1	0	3
40	CCOC(=O)NN1C(=O)c2ccccc2NC1c1cccs1 (configuration not stated)	3	-3	5	0	-2	3	5	0	8

(continued)
cpd	Structure	pPAFAH FP inh	PREPL inhibitor	LYPLA1 counter	PME-1 inh	GSTO1 counter	PAFAH1B3 FP inh	LYPLA2 counter	PAD4 inh	PAFAH1B2 inh
41	COc1ccc(C(=O)N2CCCC(N3CCN(c4ccccc4F)CC3)C2)c(OC)n1 (configuration not stated)	5	-7	-1	3	-4	8	1	1	0
42	Cc1ccc(S(=O)(=O)N2CCN(C(=O)COC(=O)CNC(=O)c3ccc(C(C)(C)C)cc3)CC2)c(C)c1	18	13	/	/	/	-3	/	1	-1
43	COC(=O)c1cccc(C23CC4(C2)[C@H](CN(Cc2ccc(-c5ccccc5)cc2)[C@@H]4c2ccccc2)C3c2ccccc2)c1 (some centres not stated)	-3	-11	-5	-2	2	-6	0	-5	5
44	O=C(CCS(=O)(=O)c1ccc(Br)cc1)NCc1ccco1	8	1	-1	-6	7	6	6	-7	8
45	O=C1C2C3C=CC(CC3)C2C(=O)N1/N=C/c1ccc(O)cc1 (configuration not stated)	0	0	-2	-5	7	8	0	-1	11
46	COCCn1c(=O)[nH]c2cc(C(=O)Nc3cccc(C(C)=O)c3)ccc2c1=O	0	-6	-10	-13	-1	-1	12	1	3
47	COC(=O)c1cc(-c2ccc(Br)cc2)c2c(=O)[nH]c(=O)n(C)c2n1	4	-3	2	5	-3	3	6	-1	-2
48	Cc1nc(SCC(N)=O)[nH]c(=O)c1Cc1ccc(OC(C)C)cc1	3	-8	-5	-6	-3	0	0	2	3
49	O=C(NCCc1ccccc1)C(=O)c1cn(CC(=O)N2CCCC2)c2ccccc12	10	15	-1	3	7	-5	-1	7	2
50	O=C(O)c1cccc(Nc2c3ccccc3nc3ccccc23)c1	-3	12	-1	-7	-2	6	-1	-9	0
51	CC(=O)N1N=C(c2ccc(Cl)cc2)OC1c1ccc(C(C)C)cc1 (configuration not stated)	1	-39	1	-7	5	8	-2	4	5
52	CC12CCC(=O)N1C(C(=O)Nc1cccc(F)c1)CS2 (configuration not stated)	1	7	2	-2	3	3	7	-1	3
53	Cc1ccc(C(=O)N/N=C\c2ccc(-c3ccc(Cl)cc3)o2)cn1	6	15	-4	2	10	-5	3	-2	5
54	CN(C)/C=C/C1=CC(=O)CC(C)(C)C1	1	0	0	4	-4	7	-1	-7	3
55	CCOC(=O)c1sc(=S)n(-c2cccc(C(F)(F)F)c2)c1SC	-1	-2	2	-3	-5	4	-1	-3	6
56	[O-]/C(=C(\C(=S)Nc1cccc2ccccc12)[n+]1ccccc1)c1ccc2c(c1)OCCO2	7	13	-2	7	5	8	0	-12	3
57	O=C(NC(=O)N1CCN(c2ccccc2F)CC1)c1ccccc1	-1	-9	5	-4	-6	1	2	-7	0
58	CC(C)c1ccc(OCC(O)CNC(C)c2ccccc2)cc1 (configuration not stated)	9	-8	4	-2	-2	11	7	-1	4
59	COc1cc(/C=C/C(=O)O)ccc1O	1	-1	2	1	2	-2	5	2	2

Screens from PubChem.
